# High-throughput results from PubChem BioAssay.
# EZH2 inh: EZH2 (human) methyltransferase inhibition | PRC2 H3K27 methylation, DELFIA TRF, 1 h | Q15910 | inhibition, % at 12.5 µM | actives 0.35% (n = 57,000);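 active means mean inhibition of replicates at least 50% and every single replicate also reaching 50%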;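 further: dimethyl H3K27 on biotinylated H3 21-44 peptide detected by antibody; plate controls were median neutral control wells for no effect and median positive control wells for full effect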
# Target sequence (Q15910 whole entry, looked up): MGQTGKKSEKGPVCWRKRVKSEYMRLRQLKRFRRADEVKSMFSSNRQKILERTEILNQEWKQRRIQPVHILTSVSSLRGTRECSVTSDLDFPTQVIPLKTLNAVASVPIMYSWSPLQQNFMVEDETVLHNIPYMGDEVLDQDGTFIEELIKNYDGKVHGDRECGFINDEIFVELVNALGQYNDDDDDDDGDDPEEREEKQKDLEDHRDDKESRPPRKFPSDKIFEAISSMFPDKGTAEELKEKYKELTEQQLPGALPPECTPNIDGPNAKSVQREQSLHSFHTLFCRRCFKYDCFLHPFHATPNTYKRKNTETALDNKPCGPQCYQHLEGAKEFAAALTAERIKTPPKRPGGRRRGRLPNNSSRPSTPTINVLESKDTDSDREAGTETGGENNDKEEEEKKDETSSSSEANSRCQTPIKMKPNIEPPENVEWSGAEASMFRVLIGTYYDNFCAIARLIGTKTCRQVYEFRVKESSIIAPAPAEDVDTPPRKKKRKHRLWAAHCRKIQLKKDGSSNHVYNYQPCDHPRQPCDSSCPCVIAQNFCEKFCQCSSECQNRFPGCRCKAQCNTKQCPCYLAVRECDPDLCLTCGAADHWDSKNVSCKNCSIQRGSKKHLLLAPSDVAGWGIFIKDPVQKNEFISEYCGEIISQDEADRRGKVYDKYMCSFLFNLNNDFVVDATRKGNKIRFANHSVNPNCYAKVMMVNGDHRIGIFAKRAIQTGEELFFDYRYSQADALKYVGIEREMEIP
# IDH1 R132H inh: inhibitors of human IDH1 R132H. O75874. actives 0.18% (n = 70,000). AID 624101. IDH1 R132H reductase, diaphorase/resazurin fluorescence, 60 min. inhibition, % at 10 µM; in the data active means inhibition above about 34%;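 further: 0% = DMSO and 100% = no enzyme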
# The depositor's hits bear a star; / = no result given. This is a subset (hit frequency here may not be typical).
SMILES,EZH2 inh,IDH1 R132H inh
C[C@@H]1CN([C@H](C)CO)C(=O)c2cc(NC(=O)Nc3ccc(F)cc3)ccc2O[C@@H](C)CCCCO[C@@H]1CN(C)C(=O)NC1CCCCC1,/,0.1
C[C@H](CO)N1C[C@H](C)[C@@H](CN(C)Cc2ccc(C(=O)Nc3ccccc3N)cc2)Oc2ccc(NS(=O)(=O)c3ccc(F)cc3)cc2CC1=O,/,-0.3
C=C1C(=O)O[C@@H]2/C=C(/C)[C@H](O)CC(=O)[C@](C)(O)C[C@@H](OC(=O)/C(C)=C/C)[C@@H]12,5.3,0.7
C[C@@H]1CN([C@H](C)CO)S(=O)(=O)c2ccc(-c3ccc(C#N)cc3)cc2O[C@@H]1CN(C)C(=O)Nc1cc(F)ccc1F,-12.5,-0.3
C[C@@H]1CN([C@H](C)CO)C(=O)c2cccc(NC(=O)c3ccncc3)c2O[C@@H]1CN(C)Cc1ccc(-c2ccccc2)cc1,-9.6,0.6
CCOC(=O)c1c(C)c(C#N)c(/N=C/N(C)C)n1-c1ccc(Cl)cc1Cl,3.1,2.5
CO[C@@H]1CN(C)C(=O)c2ccc(NC(=O)c3ccc(F)cc3)cc2OC[C@H](C)NC[C@H]1C,-0.9,0.6
O=C(O)CCc1nn2c3ccccc3n(CCN3CCCCC3)c2nc1=O,0.2,0.4
Cc1c(O)nc(SCC(=O)Nc2cccc(C(F)(F)F)c2)n(-c2ccccc2)c1=O,6.6,0.8
C[C@H](CO)N1C[C@H](C)[C@@H](CN(C)C)Oc2c(NS(=O)(=O)c3ccc(Cl)cc3)cccc2C1=O,/,-0.4
O=C(O)C[C@@H]1C[C@H]2c3cc(NC(=O)Nc4ccc(F)cc4)ccc3O[C@H]2[C@H](CO)O1,-3.6,1.7
CCCNC(=O)N[C@@H]1C=C[C@@H](CC(=O)NCCc2ccccc2)O[C@@H]1CO,0.1,0.1
COc1cc(OC)cc(-c2nnc(SCC(=O)Nc3ccc(Cl)cc3C)n2-c2ccccc2)c1,15.3,-0.2
C[C@@H]1CN([C@H](C)CO)C(=O)c2cc(C#CCN(C)C)cnc2O[C@H]1CN(C)C(=O)c1cccnc1,/,-1.9
C[C@H]1CN([C@@H](C)CO)C(=O)c2cc(NC(=O)Cc3ccccc3)ccc2O[C@@H]1CN(C)S(=O)(=O)c1cn(C)cn1,/,-0.2
C[C@@H]1CN([C@H](C)CO)C(=O)c2cc(NS(=O)(=O)c3cccs3)ccc2O[C@@H]1CN(C)C(=O)NC1CCCCC1,/,1.5
COc1ccc(CN(C)C[C@@H]2Oc3ccc(NC(=O)Nc4ccc(C(F)(F)F)cc4)cc3CC(=O)N([C@H](C)CO)C[C@H]2C)cc1,/,0.8
C[C@H]1CN([C@@H](C)CO)C(=O)c2cccc(NC(=O)c3ccncc3)c2O[C@H]1CN(C)C(=O)Nc1ccc(C(F)(F)F)cc1,-3.2,0.6
C[C@H]1CN([C@@H](C)CO)C(=O)c2cc(-c3ccccc3)cnc2O[C@H]1CN(C)C,-0.6,1.9
Cc1ccc2nc(Nc3nc(CSc4nc5ccccc5s4)cc(=O)[nH]3)nc(C)c2c1,-5.8,-0.3
CO[C@@H]1CN(C)C(=O)c2cc(NC(=O)c3cc(C)on3)ccc2OC[C@@H](C)N(CC2CC2)C[C@H]1C,-0.3,0.3
CC(C)NC(=O)N(C)C[C@H]1Oc2ccc(NC(=O)Nc3ccc4c(c3)OCO4)cc2CC(=O)N([C@@H](C)CO)C[C@@H]1C,/,1.7
O=C(C[C@@H]1C[C@H]2c3cc(NS(=O)(=O)c4ccc(F)cc4)ccc3O[C@H]2[C@H](CO)O1)NCc1cc(F)ccc1F,-7.8,-0.7
Cc1cc(C)c(S(=O)(=O)N(CC(=O)O)C2CCCCC2)c(C)c1,7.3,-0.7
C[C@H]1CN([C@@H](C)CO)C(=O)c2cc(NS(=O)(=O)c3cn(C)cn3)ccc2O[C@H]1CN(C)Cc1ccc2c(c1)OCO2,/,0.2

# Other results follow.
SMILES,EZH2 inh,IDH1 R132H inh
C[C@@H]1CN([C@@H](C)CO)C(=O)c2cccc(NC(=O)c3cnccn3)c2O[C@H]1CN(C)S(=O)(=O)c1ccc(Cl)cc1,/,0.8
Cn1c(SCC(=O)NC(C)(C)C)nnc1-c1ccco1,20.2,1.9
CCCC(=O)Nc1ccc2c(c1)OC[C@@H](C)N(C(=O)c1cnccn1)C[C@@H](C)[C@@H](OC)CN(C)C2=O,-0.7,-0.2
Cc1ccc(S(=O)(=O)NCCCO)cc1C(=O)O,-2.5,0.4
CC(C)NC(=O)N(C)C[C@@H]1Oc2ccc(NC(=O)CCCCCC(=O)Nc3ccccc3N)cc2C(=O)N([C@@H](C)CO)C[C@@H]1C,-2.9,0.1
CC(Oc1ccc(Cl)cc1Cl)C(=O)Nc1cccc(-c2nnc(-c3ccccc3)o2)c1 (centres undefined),10.9,0.4
COc1cccc(C(=O)Nc2cccc(OCC(=O)O)c2)c1,-4.3,0.1
C[C@@H]1CN([C@@H](C)CO)S(=O)(=O)c2ccc(C#CCN(C)C)cc2O[C@H]1CN(C)Cc1ccc2c(c1)OCO2,-17.9,0.1
C[C@@H]1CN([C@@H](C)CO)C(=O)c2cc(NC(=O)Nc3ccccc3)ccc2O[C@@H](C)CCCCO[C@@H]1CN(C)C(=O)Nc1ccc2c(c1)OCO2,/,8.2
Cc1noc(C)c1S(=O)(=O)Nc1cccc2c1O[C@H](CN(C)C(=O)Nc1ccc(F)cc1)[C@H](C)CN([C@@H](C)CO)C2=O,/,4.9
COC(=O)CCC(=O)Nc1ccc(C#N)cc1,10.2,0.1
CSc1ccccc1-n1nnnc1SCC(=O)Nc1ccccc1C,-8.8,0.0
Cc1ccccc1OCC(=O)Nc1cc(-c2nc3ccccc3s2)ccc1Cl,/,0.0
CCS(=O)(=O)c1nc2ccccc2n1CC(=O)N1CCCCC1,0.6,-0.4
C[C@@H]1CN([C@H](C)CO)C(=O)c2cc(NC(=O)Nc3ccc(F)cc3)ccc2O[C@@H]1CN(C)Cc1ccc(Cl)c(Cl)c1,/,1.6
CO[C@@H](CN(C)Cc1cc(F)ccc1F)[C@@H](C)CN([C@@H](C)CO)S(=O)(=O)c1ccc(F)cc1,13.2,-0.5
O=C(NCc1ccco1)C1c2ccccc2Oc2ccccc21,9.0,0.1
C[C@@H]1CN([C@@H](C)CO)C(=O)c2cc(NC(=O)NC3CCCCC3)ccc2O[C@@H](C)CCCCO[C@@H]1CN(C)S(=O)(=O)c1cn(C)cn1,/,-0.1
C[C@H]1CN([C@@H](C)CO)S(=O)(=O)c2ccc(-c3ccccc3)cc2O[C@H]1CN(C)Cc1ccccn1,5.7,-1.1
C[C@H]1CN([C@@H](C)CO)C(=O)Cc2cc(NC(=O)Cc3ccccc3)ccc2O[C@@H]1CN(C)S(=O)(=O)c1ccccc1,-1.3,-0.3
CC(C)NC(=O)NCC[C@H]1CC[C@@H](NC(=O)Nc2ccccc2)[C@H](CO)O1,0.0,1.1
COc1ccccc1OCC(=O)Nc1cccc(-c2nc3ccccc3s2)c1,14.0,-0.4
C[C@H](O)C#Cc1ccc2c(c1)O[C@H](CN(C)C(=O)CN(C)C)[C@H](C)CN([C@@H](C)CO)S2(=O)=O,14.2,2.0
O=C(C[C@H]1C=C[C@H](NC(=O)C2CCC2)[C@@H](CO)O1)NC1CCC1,-10.2,2.2
COC(=O)C[C@H]1C[C@H]2c3cc(NS(C)(=O)=O)ccc3O[C@H]2[C@H](CO)O1,-0.6,0.8

# Other compounds
SMILES,EZH2 inh,IDH1 R132H inh
CC(C)NC(=O)Nc1ccc2c(c1)C(=O)N([C@@H](C)CO)C[C@@H](C)[C@H](CN(C)Cc1ccc(C(=O)O)cc1)OCCCC[C@@H](C)O2,/,2.3
C[C@H](O)C#Cc1cnc2c(c1)C(=O)N([C@H](C)CO)C[C@@H](C)[C@@H](CN(C)C(=O)c1ccncc1)O2,-4.8,-0.2
C[C@@H]1CN([C@H](C)CO)C(=O)c2cc(-c3ccc(C#N)cc3)cnc2O[C@H]1CN(C)CC1CCCC1,/,0.2
C[C@H]1CN([C@@H](C)CO)C(=O)c2cc(NS(=O)(=O)c3cn(C)cn3)ccc2O[C@H]1CN(C)C(=O)NC1CCCCC1,/,1.2
C[C@@H]1CN([C@H](C)CO)C(=O)c2ccccc2-c2ccccc2CO[C@@H]1CN(C)S(=O)(=O)c1cn(C)cn1,0.1,1.1
O=C(C[C@H]1C[C@H]2c3cc(NC(=O)C4CCC4)ccc3O[C@H]2[C@H](CO)O1)NCc1ccncc1,4.1,-0.7
O=C(CN(C1CCCCC1)S(=O)(=O)c1ccc(F)cc1)Nc1cc(Cl)ccc1Cl,-2.2,0.0
CC(C)OC(=O)N(C)C[C@H]1OCc2cnnn2CCCC(=O)N([C@H](C)CO)C[C@H]1C,9.0,/
C=CCSc1nnc(NC(=O)c2nc(SCC)ncc2Cl)s1,12.7,0.3
C[C@@H]1CN([C@H](C)CO)C(=O)c2cc(NC(=O)Nc3ccc(C(F)(F)F)cc3)ccc2O[C@@H](C)CCCCO[C@H]1CN(C)Cc1ccc(C(=O)O)cc1,/,0.4
O=C(C[C@@H]1C=C[C@H](NC(=O)c2ccc3c(c2)OCO3)[C@H](CO)O1)NCc1ccc(Cl)cc1,3.0,-0.1
CCCNC(=O)C[C@@H]1C[C@@H]2c3cc(NC(=O)c4ccc5c(c4)OCO5)ccc3O[C@@H]2[C@@H](CO)O1,1.7,0.2
CCCC(=O)Nc1ccc2c(c1)OC[C@@H](C)N(CC1CCCC1)C[C@H](C)[C@H](OC)CN(C)C2=O,-15.2,-0.3
O=C(COc1ccc(S(=O)(=O)N2CCCC2)cc1Cl)Nc1ccccc1F,-8.6,0.4
C[C@@H]1CCCCO[C@@H](CN(C)Cc2ccncc2)[C@H](C)CN([C@H](C)CO)C(=O)c2cc(NC(=O)c3ccncc3)ccc2O1,4.0,8.6
COC(=O)c1ccccc1NC(=O)CSc1nnnn1C1CCCCC1,4.5,0.1
Cc1cc(C)c(S(=O)(=O)Nc2ccccc2C(F)(F)F)c(C)c1,28.5,-2.7
COc1ccc(CN(C)C[C@@H]2Oc3ccc(NS(=O)(=O)c4ccc(C)cc4)cc3C(=O)N([C@H](C)CO)C[C@H]2C)cc1,22.8,-0.1
C[C@H]1CN([C@@H](C)CO)C(=O)c2cc(NC(=O)Nc3ccc(C(F)(F)F)cc3)ccc2O[C@@H]1CN(C)C,-9.8,-0.2
Cn1c(=O)c2c(nc(NCCN3CCOCC3)n2Cc2cccc(F)c2)n(C)c1=O,-15.1,-0.4
C[C@H](CO)N1C[C@H](C)[C@@H](CN(C)C(=O)[C@H]2CCCN2C)OCc2ccccc2-c2ccccc2C1=O,-5.7,2.5
O=C(Nc1ccc(C(F)(F)F)cc1)Nc1ccc2c(c1)[C@H]1C[C@H](CC(=O)N3CCc4ccccc4C3)O[C@H](CO)[C@H]1O2,-7.1,-0.1
CCN(CC(=O)Nc1ccc(Cl)c(C(F)(F)F)c1)S(=O)(=O)c1ccc(C)cc1,11.7,0.1
COc1cccc(C#Cc2ccc3c(c2)O[C@@H](CN(C)C(=O)c2ccccn2)[C@H](C)CN([C@@H](C)CO)S3(=O)=O)c1,-4.5,0.1
CCC(=O)N[C@@H]1CC[C@H](CC(=O)NCc2ccccc2OC)O[C@H]1CO,0.0,0.5

# Later entries
SMILES,EZH2 inh,IDH1 R132H inh
Cc1noc(C)c1S(=O)(=O)N(C)C[C@H]1OCc2cn(nn2)CCCC(=O)N([C@@H](C)CO)C[C@H]1C,/,-0.7
Cc1ccc(S(=O)(=O)Nc2ccc3c(c2)CC(=O)N([C@H](C)CO)C[C@H](C)[C@@H](CN(C)Cc2ccc(-c4ccccc4)cc2)O3)cc1,/,0.7
Cc1ccc(S(=O)(=O)N(C)C[C@H]2Oc3ccc(NC(=O)Cn4cnnn4)cc3CC(=O)N([C@@H](C)CO)C[C@@H]2C)cc1,/,0.0
Cc1ccc(S(=O)(=O)N(C)C[C@H]2OCc3ccccc3-c3c(n(C)c4ccccc34)C(=O)N([C@@H](C)CO)C[C@H]2C)cc1,-13.2,/
CCN(C(=O)C(C)Oc1ccccc1)c1ccccc1C (centres undefined),-8.6,-0.3
C[C@H](CO)N1C[C@H](C)[C@@H](CN(C)Cc2ccc3c(c2)OCO3)Oc2ccc(NC(=O)C3CCCCC3)cc2CC1=O,/,1.4
O=C(CC1(O)C(=O)Nc2ccc(Cl)cc21)c1ccccn1 (centres undefined),/,0.8
CC(=O)n1cc([C@@H]2C=C(C(=O)N3CCN(Cc4ccc5c(c4)OCO5)CC3)O[C@H](OCc3ccc(CO)cc3)C2)c2ccccc21,11.2,/

# As a short view, some entries already given:
SMILES,EZH2 inh,IDH1 R132H inh
C[C@H](CO)N1C[C@H](C)[C@@H](CN(C)C(=O)[C@H]2CCCN2C)OCc2ccccc2-c2ccccc2C1=O,-5.7,2.5
O=C(Nc1ccc(C(F)(F)F)cc1)Nc1ccc2c(c1)[C@H]1C[C@H](CC(=O)N3CCc4ccccc4C3)O[C@H](CO)[C@H]1O2,-7.1,-0.1
CCN(CC(=O)Nc1ccc(Cl)c(C(F)(F)F)c1)S(=O)(=O)c1ccc(C)cc1,11.7,0.1
COc1cccc(C#Cc2ccc3c(c2)O[C@@H](CN(C)C(=O)c2ccccn2)[C@H](C)CN([C@@H](C)CO)S3(=O)=O)c1,-4.5,0.1
CCC(=O)N[C@@H]1CC[C@H](CC(=O)NCc2ccccc2OC)O[C@H]1CO,0.0,0.5
Cc1noc(C)c1S(=O)(=O)N(C)C[C@H]1OCc2cn(nn2)CCCC(=O)N([C@@H](C)CO)C[C@H]1C,/,-0.7
Cc1ccc(S(=O)(=O)Nc2ccc3c(c2)CC(=O)N([C@H](C)CO)C[C@H](C)[C@@H](CN(C)Cc2ccc(-c4ccccc4)cc2)O3)cc1,/,0.7
Cc1ccc(S(=O)(=O)N(C)C[C@H]2Oc3ccc(NC(=O)Cn4cnnn4)cc3CC(=O)N([C@@H](C)CO)C[C@@H]2C)cc1,/,0.0
Cc1ccc(S(=O)(=O)N(C)C[C@H]2OCc3ccccc3-c3c(n(C)c4ccccc34)C(=O)N([C@@H](C)CO)C[C@H]2C)cc1,-13.2,/
CCN(C(=O)C(C)Oc1ccccc1)c1ccccc1C (centres undefined),-8.6,-0.3
